CSM14.1 death rescue: rescue of cells from ER stress-induced death, primary screen, 384-well, CSM14.1, thapsigargin, ATP luminescence (AID 1222) | CSM14.1 thapsigargin-induced death rescue, ATP luminescence; higher % means a stronger effect | one-dose cellular ATP content (survival), % at 20 µM; EC50 in µM for titrated hits | 190,000 tested, under 10 active;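 active = EC50 below 50 µM in the dose-response confirmation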;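 also: death triggered by thapsigargin at about 15 µM added after 2 h compound pretreatment; cell ATP read after overnight thapsigargin exposure of roughly 18 to 22 hours; normalized against plate controls of thapsigargin alone and 5% DMSO vehicle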
KOR beta-arrestin-1: KOR antagonists, beta-arrestin recruitment, cell-based, luminescence, uHTS (AID 1778); KOR beta-arrestin recruitment, luminescence, antagonist mode; higher % means a stronger effect; inhibition, % at 10 µM, or IC50 in µM where a hit was titrated; 290,000 tested, 0.091% active; Kappa-type opioid receptor (Homo sapiens); also: strong numbers were not always called active
NTR1 ag: agonists of NTR1, primary screen, imaging, U2OS cells, beta-arrestin-GFP, high content (AID 493036); Neurotensin receptor type 1 (Homo sapiens), P30989; NTR1-U2OS beta-arrestin-GFP spot imaging, agonist mode; activation, % at 20 µM; 330,000 tested, 0.17% active;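 active = activation at or above 40% of the spot to cytoplasm intensity ratio, with at least 20 cells analyzed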;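 also: 0% = DMSO without peptide and 100% = 100 nM NTR1 peptide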
Target sequence (P30989 whole entry, looked up): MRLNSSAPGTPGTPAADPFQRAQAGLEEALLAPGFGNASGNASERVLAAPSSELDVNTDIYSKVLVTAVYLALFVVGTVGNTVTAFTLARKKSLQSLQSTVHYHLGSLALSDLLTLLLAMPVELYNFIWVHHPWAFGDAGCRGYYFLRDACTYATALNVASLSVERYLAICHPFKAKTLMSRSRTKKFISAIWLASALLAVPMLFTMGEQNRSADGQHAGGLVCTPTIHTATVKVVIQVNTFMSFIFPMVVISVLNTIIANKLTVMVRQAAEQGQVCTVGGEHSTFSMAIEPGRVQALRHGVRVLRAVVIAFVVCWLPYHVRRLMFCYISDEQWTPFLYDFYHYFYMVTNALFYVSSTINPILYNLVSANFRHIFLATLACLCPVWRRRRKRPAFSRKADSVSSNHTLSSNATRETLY
NOD2 inhibition: NOD2 signaling inhibitors, cell-based, luminescence, uHTS, HEK293 (AID 1566). HEK293 NOD2/NF-kB luciferase reporter, luminescence; higher % means a stronger effect. 290,000 tested, 0.63% active. inhibition, % at 4 µM; hits with a dose series show EC50 in µM; also: many of its hits are not listed in these tables
Yfh1-off respiration: enhancers of respiration in Yfh1-depleted yeast, dose response, Friedreich's ataxia, plus single-dose screen (AID 1465). S. cerevisiae Yfh1-off respiration, WST-1 reduction, 72 h; higher fold induction means a stronger effect. fold induction at 50 µM; hits with a dose series show EC50 in µM. 220,000 tested, 0.074% active;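 active = fold induction of absorbance versus untreated yeast above a set limit, then at least 30% activation at any dose in follow-up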;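 also: activators that raise dye reduction in frataxin-depleted yeast; strong numbers were not always called active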
TNAP activators: human TNAP enzyme activators, primary screen, biochemical, luminescent, no phosphate acceptor, uHTS (AID 1001). Alkaline phosphatase, tissue-nonspecific isozyme (Homo sapiens). purified TNAP, luminescent activation assay, no phosphate acceptor; higher activation fold means a stronger effect. one-dose activation fold at 20 µM; EC50 in µM for titrated hits. 200,000 tested, 0.03% active; in the data active = activation fold from about 3, or a potency from the dose series; inactive = the rest, 99 in 100 with activation fold below about 1.6; also: many of its hits are not listed in these tables
GPR55 activation: GPR55 agonists via beta-arrestin recruitment, primary screen, imaging, U2OS cells, beta-arrestin-GFP redistribution (AID 1961) | U2OS GPR55 beta-arrestin-GFP redistribution imaging; higher % means a stronger effect | one-dose activation, % at 10 µM; EC50 in µM for titrated hits | 290,000 tested, 0.048% active;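 active = activation above 40% with more than 50 cells counted in the well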;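 also: U2OS osteosarcoma cells stably expressing GPR55 and beta-arrestin-GFP; plate controls were DMSO negative control for no effect and LPI positive control for full effect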
KOR beta-arrestin-2: KOR agonists, beta-arrestin recruitment, primary screen, cell-based, luminescence, uHTS (AID 1777); KOR beta-arrestin recruitment, luminescence; higher % means a stronger effect; activation, % at 10 µM, or EC50 in µM where a hit was titrated; 280,000 tested, 0.02% active; in the data active = activation above about 50%, passing the limit was not always enough; also: a part of the inactive calls stands beside numbers as strong as those of hits
NOD1 NF-kB reporter: NOD1 signaling inhibitors, primary screen, cell-based, luminescence, uHTS (AID 1578) | inhibition, % at 4 µM, or EC50 in µM where a hit was titrated | NOD1-driven NF-kB luciferase reporter cells, luminescence; higher % means a stronger effect | 290,000 tested, 1% active; in the data active = inhibition mostly above about 36%, no sharp cut-off; inactive = mostly below about 34%;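 also: HEK-293T reporter cells stimulated with the NOD1 agonist gamma-tri-DAP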
NTR1 ag cell count 20 µM: recorded beside NTR1 ag, whose call it bears; cell count; measured here: cell count, cytotoxicity flag
Numbers without * were called inactive; i = inactive; · = not tested or not shown; [ ] = another dose, or the depositor's remark. Rule as the data show it, unless noted: active = inhibition above about 50%; inactive = the rest. The list is partial; rates above refer to the full screens.

SMILES | CSM14.1 death rescue | KOR beta-arrestin-1 | NTR1 ag | NTR1 ag cell count 20 µM | NOD2 inhibition | Yfh1-off respiration | TNAP activators | GPR55 activation | KOR beta-arrestin-2 | NOD1 NF-kB reporter
Cc1nnc(NC(=O)CSc2nnc(CNC(=O)c3ccc(S(=O)(=O)N(C)C)cc3)o2)s1 | · | -13.4% | 0.0 | 49 | -9.8% | · | · | 0.3% | 4.9% | -25.4%
CN(c1ccc(OCC(=O)OCC(=O)Nc2ccccc2)cc1)S(=O)(=O)c1cccs1 | -2.5% | 19.5% | -1.5 | 62 | 5.0% | i | 1.2 | -0.2% | 3.2% | -8.5%
CN(C)S(=O)(=O)c1ccc(N2CCCC2)c(C(=O)NNC(=O)COc2ccc(Cl)cc2)c1 | · | 23.5% | 0.7 | 59 | 4.9% | · | · | -0.1% | 4.0% | -35.0%
COC(=O)CCC(=O)OC1(C)C(=O)C2=CN(C(CO)CO)C(c3ccc(OC)cc3)=CC2=C(Br)C1=O (configuration not stated) | · | 26.8% | -1.2 | 60 | 14.1% | i | · | -0.2% | 8.7% | -4.1%
Cc1c(NC(=O)Nc2ccc3c(c2)OCO3)c(=O)n(-c2ccccc2)n1C | · | 6.2% | -0.7 | 67 | 2.5% | i | 1.1 | 0.3% | -2.1% | -18.9%
CCCOc1ccc(-c2nc3c(c(=O)[nH]c(=O)n3Cc3ccccc3)n2CCO)cc1OCC | · | 17.0% | 1.5 | 43 | 8.1% | · | · | 0.2% | -2.3% | -19.6%
CC1=C(C(=O)OCc2ccccc2)C(c2ccccc2-c2ccccc2)NC(=O)N1CCCCCC(=O)O (configuration not stated) | 6.1% | -5.9% | 1.3 | 100 | 10.6% | i | 1.1 | -0.1% | 1.2% | -1.4%
CCC(C)(C(=O)Nc1ccc(OC)cc1)N(C)C(=O)Cn1nnnc1N (configuration not stated) | · | -8.3% | -0.4 | 49 | 9.8% | · | · | 0.4% | -0.5% | 6.4%
N#CC(c1ccccc1)c1ccc(=O)[nH]n1 (configuration not stated) | -2.0% | -46.9%[20 µM] | -0.7 | 66 | -0.8% | i | 1.1 | 0.2% | -0.8% | -8.9%
Cc1ccccc1NS(=O)(=O)c1cc(C(=O)Nc2cccc([N+](=O)[O-])c2)ccc1C | -3.1% | -32.0% | 20.6 | 45 | 12.3% | i | 1.1 | -0.4% | 1.7% | 45.4%
COc1cc(/C=N/N=C2\CC3CCC2(C)C3(C)C)ccc1O (configuration not stated) | -3.3% | -15.6% | -1.4 | 46 | 8.9% | · | 1 | -0.4% | -1.8% | 25.9%
CCn1c2ccccc2c2nnc(SCCCn3c(=O)[nH]c4ccccc43)nc21 | -0.8% | -26.7% | 11.0 | 71 | -6.2% | i | 1 | -0.2% | 18.4% | -22.4%
O=S(=O)(Nc1nc2ccccc2nc1Cl)c1ccc2c(c1)OCCO2 | -0.1% | -9.0% | -0.1 | 43 | 10.5% | i | 1.1 | -0.5% | 7.1% | -19.1%
O=C(COC(=O)C1(c2ccccc2F)CCCC1)NCc1cccs1 | 2.3% | -8.8% | 0.1 | 52 | 9.1% | i | 1.1 | 0.3% | 37.9% | -42.8%
COc1ccc(OC)c(S(=O)(=O)N(C)CC(=O)O)c1 | 2.0% | -1.8% | -0.3 | 66 | 3.3% | i | 1.1 | -0.2% | -2.8% | 21.3%
C=CCc1cccc2cc(C(=O)NNC(=O)c3ccncc3)c(=O)oc12 | -2.1% | -18.2%[20 µM] | 1.1 | 43 | 15.4% | i | 1.2 | 0.0% | · | -21.9%
Cc1csc2c(N3CCCCC3)ncnc12 | · | -5.2% | 1.7 | 40 | -19.5% | i | · | 0.5% | 1.2% | -2.6%
CCOC(=O)c1ccc(-c2cc(C)no2)[nH]1 | 0.3% | 6.4% | 3.9 | 53 | 1.9% | i | 1.1 | -0.2% | 5.2% | -17.8%
CC/C(=N/Nc1ccccc1C)c1cnnc(SC)n1 | -0.3% | -16.7% | -1.5 | 57 | 15.8% | i | 0.9 | 0.7% | -1.1% | -9.9%
O=C(/C=C/c1c(Cl)cccc1Cl)N1CCN(c2ncccn2)CC1 | -2.8% | -64.4% | 0.2 | 61 | 25.5% | i | 1.1 | 0.0% | 6.7% | 10.1%
CC1=[N+](C)N(c2ccccc2)C(=O)C1N=Cc1ccc(Cl)cc1 (configuration not stated) | 11.9% | -1.1% | -0.6 | 75 | 13.5% | i | 1.1 | -0.3% | 6.2% | -13.8%
O=C(Nc1nc(-c2ccccc2)cs1)c1cccnc1 | 1.8% | -5.7% | 3.5 | 48 | -12.8% | i | 1 | -0.2% | -2.5% | 2.6%
S=c1[nH]nc(-c2cc(-c3ccccc3)n[nH]2)n1/N=C/c1ccc(Cl)c(Cl)c1 | · | -70.9% | 16.1 | 45 | 21.9% | i | · | 0.2% | 2.1% | -1.8%
COc1ccccc1-c1c(C)oc2c(CN3CCN(C)CC3)c(O)ccc2c1=O | -2.8% | -33.7% | -0.9 | 66 | 21.7% | i | 1.1 | -0.3% | -1.8% | -26.8%
S=C(Nc1cccc(Cl)c1)N1CCN(Cc2ccccc2)CC1 | 3.1% | 7.5% | 1.3 | 69 | 27.8% | i | 1 | -0.3% | 5.8% | -0.7%

Single values from above:
COc1ccccc1-c1c(C)oc2c(CN3CCN(C)CC3)c(O)ccc2c1=O in NTR1 ag cell count 20 µM is entered as 66
CCn1c2ccccc2c2nnc(SCCCn3c(=O)[nH]c4ccccc43)nc21 in NOD2 inhibition is entered as -6.2%

(list continues)
SMILES | CSM14.1 death rescue | KOR beta-arrestin-1 | NTR1 ag | NTR1 ag cell count 20 µM | NOD2 inhibition | Yfh1-off respiration | TNAP activators | GPR55 activation | KOR beta-arrestin-2 | NOD1 NF-kB reporter
Cc1[nH]n(-c2ccc(Br)cc2)c(=O)c1C=Nc1ccc(S(=O)(=O)Nc2nccs2)cc1 | -5.5% | -11.9% | 0.3 | 46 | -10.2% | i | 1.5 | -0.4% | -4.8% | -30.1%
Cc1ccc(S(=O)(=O)N2CCCCC2)cc1NC(=O)Cn1ccsc1=N | -1.0% | -31.9% | -0.1 | 44 | 16.1% | i | 1 | 0.7% | -0.1% | -21.7%
CC(C)(C)c1ccc(C(=O)N2CCN(CCNC(=O)C(=O)NCc3ccc(Cl)cc3)CC2)cc1 | · | -31.8% | 3.2 | 56 | 37.3% | · | · | 0.2% | 1.2% | 7.1%
CC(=O)Nc1ccc(NC(=O)C2CCN(C(=O)c3ccc([N+](=O)[O-])cc3)CC2)cc1 | 1.5% | -17.2% | -1.0 | 80 | 21.6% | i | 1 | -0.1% | -6.4% | -32.0%
CCOc1ccc2[nH]c(=O)c(CN(CCN3CCOCC3)Cc3nnnn3C(C)(C)CC)cc2c1 | -4.3% | 3.1% | 1.8 | 48 | 0.4% | i | 1.1 | -0.1% | 5.2% | -12.5%
Cc1ccc(-c2cc(C(=O)O)n(-c3ccc(S(N)(=O)=O)cc3)n2)cc1 | -1.7% | 3.8%[20 µM] | -0.4 | 113 | 1.6% | i | 1 | 0.2% | -0.7% | -17.6%
CC1(C)Cc2ccccc2C(=C(C#N)C#N)N1 | 1.7% | 21.4% | -0.2 | 49 | 18.9% | i | 1 | -0.2% | 1.5% | 1.4%
CCn1c2ccccc2c2nnc(SCCN3CCCCC3)nc21 | · | 11.6%[20 µM] | 1.5 | 51 | 13.3% | · | · | -0.2% | -7.3% | -25.7%
CCc1ccc2[nH]cc(C(=O)N3CCCCCC3)c(=O)c2c1 | -2.2% | -6.5% | 2.0 | 93 | -5.4% | i | 1.1 | 0.3% | 5.5% | -12.4%
O=C(/C=C/c1ccccc1)N1CCN(c2ccccn2)CC1 | -0.7% | -31.5% | -2.6 | 98 | -9.3% | i | 1.1 | 0.2% | 6.3% | -3.9%
CCCCOc1ccc(C(CC(=O)NC)C(=O)O)cc1 (configuration not stated) | -0.8% | 2.1% | -0.3 | 91 | 1.7% | i | 1.1 | 0.0% | -9.0% | 11.0%
CCC(CC)NC(=O)Nc1ccccc1C | -0.5% | -12.1%[20 µM] | -1.0 | 87 | 12.5% | i | 1 | -0.1% | -7.6% | -23.3%
O=C(NCc1ccco1)c1csc(Nc2ccccc2Cl)n1 | -2.5% | 30.9% | 3.9 | 84 | 13.8% | i | 1.1 | -0.2% | -5.5% | 12.8%
COC(=O)c1ccc(C(C(=O)NCc2ccccc2)N(Cc2cccs2)C(=O)c2cnccn2)cc1 (configuration not stated) | -3.2% | 7.9% | -2.0 | 93 | 16.8% | i | 1.1 | 0.0% | -3.2% | -7.0%
Cc1onc(-c2ccccc2)c1C(=O)N/N=C/c1cccc(O)c1 | -2.7% | -3.3% | 0.3 | 49 | 3.6% | i | 1.2 | -0.1% | -0.1% | 25.8%
CC(C)N1CCC(N2CCN(Cc3ccc(-c4ccccc4Cl)o3)CC2CCO)CC1 (configuration not stated) | -0.5% | -66.1%[20 µM] | -0.1 | 104 | -1.2% | i | 1.1 | -0.1% | · | -32.9%
Cc1ccc(SCc2noc(C(=O)NCC3CCCO3)c2C(=O)O)cc1C (configuration not stated) | -0.5% | 0.9% | -1.3 | 73 | 30.0% | i | 1 | 0.2% | -2.8% | 19.6%
O=C(O)c1cccc(NC(=O)c2ccc3c(c2)C(=O)N(c2cccc([N+](=O)[O-])c2)C3=O)c1 | · | -26.2% | -0.4 | 45 | -20.3% | · | · | -0.1% | 2.3% | -6.8%
CCCCOC(=O)CCc1nc2ccccc2[nH]1 | -2.3% | -8.4% | 1.8 | 54 | -3.7% | i | 1.1 | -0.1% | 2.8% | -21.7%
CCOc1ccc(CC(=O)C2C(=O)CC(C)(C)CC2=O)cc1OCC | -2.3% | -40.8% | -1.5 | 73 | -11.9% | i | 1.1 | 0.9% | 3.1% | -1.5%
CCOc1ccc(Nc2ccc(N3C(=O)CCC3=O)cc2[N+](=O)[O-])cc1 | -0.6% | -27.2% | 1.7 | 66 | -8.7% | i | 0.8 | -0.4% | 1.8% | -16.5%
Cc1ccccc1S(=O)(=O)c1cc2ccccc2nc1N | 0.4% | -0.5% | 1.6 | 49 | -1.6% | i | 1.1 | 0.1% | -7.0% | -5.1%
O=C(CCN1C(=O)c2ccccc2C1=O)Nc1ccc(S(=O)(=O)NC2=NCCCCC2)cc1 | -1.3% | -35.4% | -0.7 | 73 | 2.9% | i | 1.1 | 0.4% | 3.3% | 21.1%
CCOC(=O)c1cnc(SC)nc1Nc1cccc(F)c1 | -0.6% | 21.8% | 10.5 | 58 | -0.5% | i | 1.1 | 0.2% | 12.6% | -8.1%
C/C(=N\NC(=O)CNC(=O)c1cccs1)c1ccc(Cl)c(Cl)c1 | · | -45.8% | 1.9 | 76 | -0.9% | · | · | 0.2% | -3.1% | -18.3%
CC(C)c1ccc(NC(=O)CSc2nnc(-c3ccccn3)n2C)cc1 | -2.8% | -7.9% | -0.5 | 68 | -11.2% | · | 1 | 0.0% | -2.8% | 11.3%

Screening data: PubChem BioAssay, several laboratories
